JMJD2A Tudor inh: qHTS Assay for Inhibitors of JMJD2A-Tudor Domain | AlphaScreen JMJD2A-Tudor / H3K4me3 peptide binding | Potency, µM (series often up to 114 µM), for inactives: top-dose activity change, negative = inhibition, most hits filed as inhibitors | Lysine-specific demethylase 4A (Homo sapiens), O75164 | actives 4.4% (n = 390,000); also: % is scaled to controls: 0 for no effect and ±100 for the full control effect; nearly all actives have a fitted effect of over 50% in size
POLK inh: qHTS for Inhibitors of Polymerase Kappa; AID 588579, 2011; purified Pol kappa, fluorescent DNA synthesis assay, 10 min; Potency, µM (highest dose often 107 µM), without a hit: at the highest dose activity, negative = inhibition, hits mostly inhibitors; actives 0.53% (n = 400,000); DNA polymerase kappa (Homo sapiens), Q9UBT6; also: % is scaled to controls: 0 for no effect and ±100 for the full control effect
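Activity was followed as the change in fluorescence between reads at 0 and 10 min after starting the reaction with 50 nM substrate. Beforehand, 10 nM polymerase had been preincubated with compound for 15 min at room temperature.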
Pol beta inh: qHTS Assay for Inhibitors of DNA Polymerase Beta; actives 1.3% (n = 340,000); Potency, µM (doses to about 114 µM), without a hit: at the top dose activity change, negative = inhibition, usual class: inhibitors; AID 485314, 2010; Pol beta primer extension/strand displacement, fluorescence kinetic; P06746; also: % is scaled to controls: 0 for no effect and ±100 for the full control effect
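10 nM enzyme + cpd, 15 min RT; start with substrate 50 nM final; read 0 min and after 10 min RT. Corrected, normalized data; 4-parameter Hill curve fit.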
BLM inh: qHTS Assay for Inhibitors of Bloom's syndrome helicase (BLM); recombinant BLM DNA unwinding, fluorescence dequenching; Potency, µM (highest dose often 56.1 µM), without a hit: at the highest dose activity change, negative = inhibition, actives largely listed as inhibitors; actives 0.2% (n = 350,000); AID 2528, 2010;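 also: plate controls were vehicle for no effect and no enzyme for full effect; nearly all actives have a fitted effect of over 35% in size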
BAZ2B inh: qHTS Assay for Inhibitors of BAZ2B; actives 4.4% (n = 360,000); AID 504333, 2011; AlphaScreen BAZ2B-H3K14Ac peptide displacement; Bromodomain adjacent to zinc finger domain protein 2B (Homo sapiens), Q9UIF8; Potency, µM (top dose mostly 114 µM), inactives show at the highest dose activity change, negative = inhibition, most hits filed as inhibitors; also: % is scaled to controls: 0 for no effect and ±100 for the full control effect; nearly all actives have a fitted effect of over 60% in size
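AlphaScreen displacement of biotin-H3(5-23)K14Ac peptide (50 nM final) from BAZ2B (50 nM final) in PBS pH 7.4, 0.01% Tween-20; complex preformed 30 min RT, then compounds (top 110 uM) 30 min RT, beads 20 min dark.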
APEX1 inh: qHTS Assay for Inhibitors of the Human Apurinic/apyrimidinic Endonuclease 1 (APE1) | DNA repair nuclease/redox regulator APEX1 (Homo sapiens), P27695 | recombinant APE1, TAMRA/BHQ-2 abasic DNA cleavage fluorescence | Potency, µM (top dose mostly 65.8 µM), for inactives: top-dose activity change, negative = inhibition, usual class: inhibitors | actives 0.35% (n = 350,000);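 also: plate controls were vehicle for no effect and reference inhibitor for full effect; nearly all actives have a fitted effect of over 55% in size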
Target sequence (P27695 whole entry, looked up): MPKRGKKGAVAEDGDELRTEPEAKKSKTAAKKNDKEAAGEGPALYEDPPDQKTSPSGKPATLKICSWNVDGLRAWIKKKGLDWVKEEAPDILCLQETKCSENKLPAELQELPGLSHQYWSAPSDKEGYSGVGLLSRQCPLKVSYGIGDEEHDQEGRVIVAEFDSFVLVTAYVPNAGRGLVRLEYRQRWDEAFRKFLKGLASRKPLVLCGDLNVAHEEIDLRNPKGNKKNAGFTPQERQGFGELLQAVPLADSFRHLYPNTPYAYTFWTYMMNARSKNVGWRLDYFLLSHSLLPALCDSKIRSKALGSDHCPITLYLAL
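APE1 at 0.75 nM final was preincubated with compound 15 min at room temperature, then 50 nM double-stranded THF abasic-site substrate (5'-TAMRA/3'-BHQ-2) was added. Fluorescence (ex 525/em 598 nm) was read kinetically; third-minus-first read gave activity.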
POLH inh: qHTS for Inhibitors of Polymerase Eta; Potency, µM (top dose mostly 114 µM), for the others: at the highest dose activity change, negative = inhibition, usual class: inhibitors; actives 1.2% (n = 390,000); DNA polymerase eta (Homo sapiens), Q9Y253; recombinant Pol eta, fluorescent DNA replication assay; also: % is scaled to controls: 0 for no effect and ±100 for the full control effect
Target sequence (Q9Y253 whole entry, looked up): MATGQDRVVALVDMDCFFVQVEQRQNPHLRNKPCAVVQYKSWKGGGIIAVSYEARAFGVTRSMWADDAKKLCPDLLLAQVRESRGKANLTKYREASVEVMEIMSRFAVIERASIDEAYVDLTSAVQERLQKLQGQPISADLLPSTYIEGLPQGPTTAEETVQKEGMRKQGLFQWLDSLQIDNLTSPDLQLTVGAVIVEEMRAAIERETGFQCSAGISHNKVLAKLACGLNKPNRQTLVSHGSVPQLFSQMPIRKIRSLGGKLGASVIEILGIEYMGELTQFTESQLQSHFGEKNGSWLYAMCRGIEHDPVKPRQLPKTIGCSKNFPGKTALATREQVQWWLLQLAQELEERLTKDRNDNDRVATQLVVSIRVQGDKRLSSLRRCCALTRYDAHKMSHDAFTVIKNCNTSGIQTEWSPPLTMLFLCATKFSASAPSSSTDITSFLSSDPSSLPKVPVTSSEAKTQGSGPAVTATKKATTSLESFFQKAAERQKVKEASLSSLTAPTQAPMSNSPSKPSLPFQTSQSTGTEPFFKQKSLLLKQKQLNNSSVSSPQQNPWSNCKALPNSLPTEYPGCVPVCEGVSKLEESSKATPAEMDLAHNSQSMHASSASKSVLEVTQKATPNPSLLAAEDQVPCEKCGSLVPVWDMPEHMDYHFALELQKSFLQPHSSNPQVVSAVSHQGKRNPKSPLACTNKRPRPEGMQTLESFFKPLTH
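Fluorescent replication assay: 50 nM final substrate added after a 15 min room-temperature compound preincubation with 10 nM enzyme. Signal taken at 0 min and again at 10 min.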
Pol iota inh: qHTS for Inhibitors of Polymerase Iota. actives 1% (n = 390,000). Potency, µM (highest dose often 115 µM), for the others: at the highest dose activity, negative = inhibition, actives largely listed as inhibitors. AID 588590, 2011. DNA polymerase iota (Homo sapiens), Q9UNA4. Pol iota fluorescent replication assay, 10 min
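Pol iota at 10 nM preincubated 15 min with compounds at room temperature; reaction started with fluorescent substrate, 50 nM final. Fluorescence read kinetically at 0 and 10 min; buffer-only wells as negative control.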
G9a block: qHTS Assay for Inhibitors of Histone Lysine Methyltransferase G9a | AID 504332, 2011 | Histone-lysine N-methyltransferase EHMT2 (Homo sapiens), Q96KQ7 | Potency, µM (highest dose often 102 µM), inactives show top-dose activity, negative = inhibition, usual class: inhibitors | actives 8.8% (n = 350,000) | G9a H3K9 monomethylation, AlphaScreen, 2 h; also: % is scaled to controls: 0 for no effect and ±100 for the full control effect; nearly all actives have a fitted effect of over 75% in size
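Step 1: enzyme (final 20 nM) with compound, 15 min RT. Step 2: substrate peptide 500 nM and SAM 20 uM, 2 h RT. Step 3: anti-H3K9me1 antibody and AlphaScreen beads, 10 min, then plate read.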
* marks the source's active call; other numbers are inactive results; ? = inconclusive; · = not tested or not shown; [ ] = another dose, or the depositor's remark. Calls follow the shape of the dose curve; as a rule, active = well fitted curve in the direction sought with a large enough effect; inconclusive = small, poorly fitted or top-dose-only effect, or another doubt; inactive = no such curve, though single readings can be large; an effect the other way counts as inactive or inconclusive. Potency is read from the fitted curve at half-maximal effect. Not all compounds are listed. The share of hits here may be higher or lower than overall.

#1 CCc1ccc(NC(=O)CC2C(=O)N(c3ccc(Cl)cc3)C(=O)N2Cc2ccco2)cc1 (configuration not stated)
#2 COc1cccc(C(=O)Nc2nc(C)cs2)c1
#3 COc1ccc(N2C(=O)/C(=C/c3cccs3)NC2=S)cc1
#4 COc1ccc(CNC(=O)CSc2nc3ccc(OC)cc3[nH]2)cc1
#5 COCCNc1oc(/C=C/c2ccc(F)cc2)nc1S(=O)(=O)c1ccccc1
#6 O=C(Cc1ccccc1)NC1CCN(C(=O)NCc2ccccc2)CC1
#7 O=C(NC(=S)Nc1ccc(CN2CCOCC2)cc1)c1ccc(-c2cccc(Cl)c2)o1
#8 O=c1[nH]c2ccc(S(=O)(=O)Nc3ccc(-c4nnc5n4CCCCC5)cc3)cc2o1
assay / compound | 1 | 2 | 3 | 4 | 5 | 6 | 7 | 8
JMJD2A Tudor inh | -29% | 11% | 79µM* | -6% | 36%[activator] | 0%[11.4 µM] | ? | -4%
POLK inh | -23% | 4% | 1% | 1% | 6% | 2% | -5% | -3%
Pol beta inh | -10% | 7% | 2% | 2% | 3% | 9% | 0% | -1%
BLM inh | -11% | 0% | -2% | -2% | -6% | 2% | -7% | 2%
BAZ2B inh | -13% | -20% | ? | 1% | 13% | 5% | ? | -18%
APEX1 inh | · | -3% | 3% | 22% | 36% | -1% | 1% | 1%
POLH inh | -17% | -15% | -22% | -12% | -19% | -10% | -11% | -1%
Pol iota inh | 1% | -4% | 25% | 13% | 1% | ? | 4% | -9%
G9a block | ? | 0%[59 µM] | 1.8µM* | -4%[59 µM] | 13%[59 µM] | 15%[12.7 µM] | ? | -35%

#9 CC1(C)C2([N+](=O)[O-])CN3CC1([N+](=O)[O-])CN(C2)C31CCCC1
#10 COc1ccccc1NC(=O)Nc1nc(CC(=O)NCc2c(F)cccc2F)cs1
#11 CCOC(=O)c1c(-c2cccc(C)c2)csc1NC(=O)c1c(-c2ccccc2)noc1C
#12 O=S(=O)(c1ccccc1)c1nc(-c2ccc(F)cc2)oc1N1CCCCCC1
#13 Cc1ccccc1NC(=O)c1ccc2ccccc2c1
#14 COc1ccccc1NS(=O)(=O)c1cc(NC(=O)c2ccc3ccccc3n2)ccc1Cl
#15 CCC(Sc1nc(-c2ccc(F)cc2)nc2c1Cc1c(CO)cnc(C)c1O2)C(=O)Nc1ccc(F)cc1 (configuration not stated)
#16 Cc1nn(C)cc1/C=N/n1nnnc1N
assay / compound | 9 | 10 | 11 | 12 | 13 | 14 | 15 | 16
JMJD2A Tudor inh | -15% | -5% | -11% | -22% | -9% | -5%[57.1 µM] | -5% | 0%
POLK inh | -14% | -1% | -14% | -5% | -14% | 2% | -3% | 1%
Pol beta inh | 9% | · | 36% | -7% | 35% | -2% | -5% | -24%
BLM inh | 1% | · | -9% | -9% | -2% | -4% | -1% | 1%
BAZ2B inh | -5% | -6% | -26% | ? | -5% | -4% | -16% | -1%
APEX1 inh | 12% | -10% | -3% | · | 20% | 4% | · | 0%
POLH inh | -6% | -16% | -16% | -11% | 8% | -21% | -11% | -1%
Pol iota inh | -3% | 6% | 11% | 6% | 123%[activator] | -7% | 13% | 18%
G9a block | · | -28% | 3%[0.0925 µM] | 13µM* | 6% | ? | -5%[59 µM] | -43%[59 µM]

By substructure, the entries above containing four or more nitrogen atoms.
#8 O=c1[nH]c2ccc(S(=O)(=O)Nc3ccc(-c4nnc5n4CCCCC5)cc3)cc2o1
#9 CC1(C)C2([N+](=O)[O-])CN3CC1([N+](=O)[O-])CN(C2)C31CCCC1
#10 COc1ccccc1NC(=O)Nc1nc(CC(=O)NCc2c(F)cccc2F)cs1
#15 CCC(Sc1nc(-c2ccc(F)cc2)nc2c1Cc1c(CO)cnc(C)c1O2)C(=O)Nc1ccc(F)cc1 (configuration not stated)
#16 Cc1nn(C)cc1/C=N/n1nnnc1N
assay / compound | 8 | 9 | 10 | 15 | 16
JMJD2A Tudor inh | -4% | -15% | -5% | -5% | 0%
POLK inh | -3% | -14% | -1% | -3% | 1%
Pol beta inh | -1% | 9% | · | -5% | -24%
BLM inh | 2% | 1% | · | -1% | 1%
BAZ2B inh | -18% | -5% | -6% | -16% | -1%
APEX1 inh | 1% | 12% | -10% | · | 0%
POLH inh | -1% | -6% | -16% | -11% | -1%
Pol iota inh | -9% | -3% | 6% | 13% | 18%
G9a block | -35% | · | -28% | -5%[59 µM] | -43%[59 µM]

Next results.
#17 CCc1ccccc1N1C(=O)N(Cc2ccccc2C)c2ccccc2S1(=O)=O
#18 Cc1ccc(NC(=O)c2nc[nH]c2C(=O)N2CCc3ccccc3C2)cc1
#19 O=C(Cn1cnc2ccc(Cl)cc2c1=O)c1cccs1
#20 O=C(c1ccco1)N1CCN(Cc2nc3ccccc3c(=O)n2-c2ccc(F)cc2)CC1
#21 Cc1c(C(=S)NC(=O)C2CC2)c(=O)n(-c2ccccc2)n1C
#22 CC(NC(=O)C12CC3CC(CC(C3)C1)C2)C(=O)N/N=C/C1=C(N2CCOCC2)C(=C\c2cccc([N+](=O)[O-])c2)/CC1 (configuration not stated)
#23 Cc1ccc2nc(C)cc(C(=O)N/N=C/c3ccncc3)c2c1
#24 COc1cc(S(=O)(=O)NCCc2c(C)[nH]c3ccccc23)c(C)cc1C
assay / compound | 17 | 18 | 19 | 20 | 21 | 22 | 23 | 24
JMJD2A Tudor inh | 5% | -9% | -3% | -21% | 5% | ? | 1% | 28µM*
POLK inh | -5%[60.1 µM] | 9% | -10% | -3% | 9% | -16% | 4% | -11%
Pol beta inh | 26% | · | 7% | 7% | 13% | 21% | 88% | 2%
BLM inh | -6% | · | 0% | -1% | -11% | -6% | -4% | -13%
BAZ2B inh | 2% | -3% | 2% | 4% | -18% | -8% | 1% | 35µM*
APEX1 inh | · | 8% | 6% | 3% | -7% | -9% | 2% | ·
POLH inh | -2% | -9% | 10% | -5% | 0% | 0% | -14% | -20%
Pol iota inh | 6% | 10% | 1% | 4%[58.9 µM] | 21% | 70%[activator] | 33% | ?
G9a block | -5%[59 µM] | -1%[0.501 µM] | -23% | 23%[12.7 µM] | -3%[59 µM] | 9%[59 µM] | · | ?

#25 Cc1cc(C)cc(NS(=O)(=O)c2ccc3[nH]cc(C(=O)N4CCc5ccccc54)c(=O)c3c2)c1
#26 O=C(Cc1ccccc1)N[C@@H](Cc1ccccc1)C(=O)O
#27 CC[C@@]1(C(=O)OC)N[C@H](CN(C)C(=O)Nc2ccc(Cl)cc2)[C@@H]2C(=O)N(C)C(=O)[C@@H]21
#28 Cc1ccc(N2C(=O)c3ccc(C(=O)O)cc3C2=O)cc1C
#29 O=C(NNc1cccc(Cl)n1)Nc1ccccc1
#30 Cc1ccc(C)c(NC(=O)N2CCCCCC2)c1
#31 COc1ccccc1C1/C(=C(/O)c2ccc(C)cc2)C(=O)C(=O)N1CC(C)O (configuration not stated)
#32 CCCC(=O)NC1=C(C#N)C2(CCCCC2)Cc2ccccc21
assay / compound | 25 | 26 | 27 | 28 | 29 | 30 | 31 | 32
JMJD2A Tudor inh | -31% | -16% | -11% | -14% | -5% | -15% | -36% | 0%
POLK inh | -2% | -12% | 4% | -11% | -5% | -6% | -2% | -23%
Pol beta inh | 1% | -22% | · | 0% | 18% | 2% | 20% | 5%
BLM inh | -8% | -1% | · | -4% | -2% | -7% | 1% | 2%
BAZ2B inh | ? | -1% | · | -35% | ? | -17% | -7% | 19%
APEX1 inh | 3% | 13% | -2% | -3% | 13% | 57%[activator] | -2% | 12%
POLH inh | ? | -8% | 2% | -18% | -4% | 8% | -16% | -10%
Pol iota inh | ? | -10% | 3% | 16% | 19% | -18% | 10% | 2%
G9a block | -3%[59 µM] | 8%[59 µM] | · | -31%[59 µM] | · | 19% | -34%[59 µM] | -10%

#33 c1cc(-c2cc3cc(N4CCOCC4)ccc3o2)cs1
#34 Cn1cc(S(=O)(=O)Nc2ccc(OC(F)(F)F)cc2)c(=O)n(C)c1=O
#35 CCc1ccccc1N(C(C)=O)c1nc(CCl)cs1
#36 CC1CCCC(C(=O)O)N1C(=O)CCSC(=O)c1ccccc1 (configuration not stated)
#37 O=C(NC1CCS(=O)(=O)C1)OC1CCCCC1 (configuration not stated)
#38 CC1CCCCN1C(=O)CSc1c2c(nc3cc(Cl)ccc13)CCCC2 (configuration not stated)
#39 O=C(NNS(=O)(=O)c1ccccc1)c1cccnc1
#40 CCCN1CCC(=NNc2ccc(C(=O)O)cc2)CC1
#41 COc1cccc(C(c2c(O)cc(C)n(Cc3ccco3)c2=O)N2CCN(c3ccccc3)CC2)c1 (configuration not stated)
#42 C=CCOc1ccc(CNn2cn[nH]c2=S)cc1
#43 CC1=C(C(N)=O)C(c2cccnc2)n2nc(-c3cccc(C)c3)nc2N1 (configuration not stated)
assay / compound | 33 | 34 | 35 | 36 | 37 | 38 | 39 | 40 | 41 | 42 | 43
JMJD2A Tudor inh | 1% | -15% | -16% | -12% | 0% | -8% | -11%[11.4 µM] | -24% | ? | 32µM* | -18%[57.1 µM]
POLK inh | 0% | -7% | 3% | -12% | -11% | -15% | -2% | -1% | -15%[60.1 µM] | 8% | -7%
Pol beta inh | · | -3% | -27% | 6% | -18% | -25% | -29% | -5% | 2% | 1% | 6%
BLM inh | · | -5% | 3% | 1% | -2% | -4% | -8% | -1% | -7% | -3% | 4%
BAZ2B inh | · | 20% | -35% | -3% | -1% | -5% | -17% | ? | ? | -2% | -6%
APEX1 inh | · | 3% | 0% | 0% | 5% | · | -1% | -10% | · | 0% | 1%
POLH inh | 2% | -18% | -24% | -13% | -1% | -19% | -20% | -17% | -18% | -12% | -12%
Pol iota inh | -6% | 66%[activator] | 27% | 7%[58.9 µM] | 23% | 22% | -4% | 192%[activator] | 16% | 17% | -17%
G9a block | · | 10% | ? | 7%[2.33 µM] | -36%[59 µM] | -1%[59 µM] | 22%[59 µM] | 7.9µM* | ? | 20µM* | -19%[59 µM]
